# Screening results from PubChem BioAssay.
# NFkB transloc pot: enhances IL-1B driven NFkB nuclear translocation; HUVEC IL-1B NFkB p65 nuclear translocation imaging; activation, % at 2 µM; 0.3% of 94,000 active; AID 819;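 active = activation above 40%, about the mean plus 3 SD, also judged a hit on visual image review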;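 also: percent activation is computed from the nuclear over cytoplasmic p65 intensity ratio; values of inactives mirror those of a sister screen read the other way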
# IL1B NFkB inh: blocks IL-1B driven NFkB nuclear translocation in HUVEC cells. HUVEC IL-1B NFkB p65 nuclear translocation imaging. inhibition, % at 2 µM. 0.43% of 94,000 active. AID 796;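 active = inhibition above about 30% together with a positive call from visual inspection of the well image, limit read from the data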;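 also: nuclear over cytoplasmic p65 intensity ratio measured by imaging; 0% = IL-1B stimulated DMSO wells and 100% = unstimulated DMSO wells; values of inactives mirror those of a sister screen read the other way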
# Bcl-B displacement: displacers of TR3 peptide from Bcl-B, primary screen, selectivity assay for Bfl-1 inhibitor project, biochemical, fluorescence polarization; FP displacement of FITC-TR3 peptide from Bcl-B; higher % means a stronger effect; displacement, % at 20 µM, or IC50 in µM where a hit was titrated; 0.11% of 96,000 active; AID 748;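 active = displacement above 50% at 20 µM plus a fluorescence interference ratio under 1.5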;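 also: plate controls were wells without compound for no effect and wells lacking Bcl-B protein for full effect; a part of the inactive calls stands beside numbers as strong as those of hits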
# PLAP inhibition: inhibition of human placental alkaline phosphatase – biochemical, luminescence, HTS (AID 690). purified PLAP, luminescent substrate; higher % means a stronger effect. inhibition, % at 20 µM, or IC50 in µM where a hit was titrated. 0.08% of 96,000 active; in the data active = a potency from the dose series; inactive = the rest, 99 in 100 with inhibition below about 30%; also: strong numbers were not always called active
# MRP resist rev: MRP-mediated drug resistance reversal. H69AR cells + 2 uM doxorubicin, CellTiter-Glo, 72 h. 0.04% of 85,000 active. differential viability (reversal), % at 10 µM;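 active = viability drop by adding the cancer drug above about 55%, with treated viability meeting a 40% cutoff, limit read from the data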;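 also: viability without doxorubicin minus viability with 2 µM doxorubicin for each compound; larger differential means the compound sensitizes cells more to doxorubicin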
# MRP resist rev cytotoxicity: further read-out of MRP resist rev, marked with its call; viability, %; H69AR cells, CellTiter-Glo, 72 h; measured here: cytotoxicity without doxorubicin
# MRP resist rev with doxorubicin: also measured in MRP resist rev; calls as there; viability, %; measured here: viability with 2 uM doxorubicin; hits give low values
# IL1B NFkB inh cell count 2 µM: second read-out of IL1B NFkB inh, no call of its own (marks repeat the call); cell count; measured here: cells passing quality filter;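 raw number of nuclei counted in each imaged well without normalization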
# NFkB transloc pot cell count 2 µM: further read-out of NFkB transloc pot, marked with its call; cell count; measured here: cells passing quality filter
# * = called active by the depositor; x = not tested or not shown. Only part of the results is shown. The share of hits here may be higher or lower than overall.
Compound	MRP resist rev with doxorubicin	NFkB transloc pot	MRP resist rev	Bcl-B displacement	PLAP inhibition	MRP resist rev cytotoxicity	IL1B NFkB inh cell count 2 µM	NFkB transloc pot cell count 2 µM	IL1B NFkB inh
CCCCCc1nc2ccccc2c(=O)n1NC(=O)c1c(O)c2cccc3c2n(c1=O)CCC3	21	7	7	x	x	27	94	94	-7
Cc1ccc(-c2noc(C3CCCN(S(=O)(=O)c4ccc5ccccc5c4)C3)n2)o1 (configuration not stated)	94	12	-38	-50%	-43%	55	203	203	-12
CN(C)S(=O)(=O)c1cccc(C(=O)NCCc2ccccc2)c1	84	11	11	2%	-9%	95	91	91	-11
CCOc1ccc(CCNS(=O)(=O)c2cnc[nH]2)cc1OCC	103	x	-5	-9%	-14%	98	x	x	x
COCCNC(=O)NC1(C(F)(F)F)Oc2ccc(Cl)cc2O1 (configuration not stated)	47	19	-13	-6%	12µM*	34	126	126	-19
CC1(NC(=O)N2CCOCC2)CCS(=O)(=O)C1 (configuration not stated)	x	6	x	0%	-5%	x	138	147	-22
CCN(CC)S(=O)(=O)c1cccc(C(=O)NCC2CCCO2)c1 (configuration not stated)	x	3	x	-5%	8%	x	134	134	-3
CCOC(=O)c1sc(NC(=O)c2cccnc2)c(C#N)c1C	x	8	x	12%	11%	x	93	93	-8
CCOc1ccc(C(=O)Nc2c3c(nn2-c2cccc(Cl)c2)CS(=O)C3)cc1 (configuration not stated)	71	9	-12	x	x	59	131	131	-9
O=C(c1ccccc1F)N1CCN(S(=O)(=O)c2ccc(S(=O)(=O)N3CCCCC3)cc2)CC1	87	-4	-2	-4%	-30%	84	194	194	4
CCOC(=O)c1c(P(=O)(N2CCOCC2)N2CCOCC2)noc1N	90	-8	1	1%	10%	91	165	165	8
CSc1nnc(-c2ccco2)n1-c1ccccc1	85	-2	10	1%	0%	94	155	155	2
COc1ccc(C(=O)Nc2ccc(C(=O)OCC(=O)c3ccccc3)cc2)cc1	x	1	x	2%	4%	x	174	174	-1
Cc1ccc(CSCC(=O)N/N=C/c2ccc(OCC(=O)Nc3ccc(C)cc3)cc2)cc1	x	-3	x	2%	-3%	x	179	179	3
CCCNS(=O)(=O)c1ccc2c(c1)CCCN2C(C)=O	80	-2	3	-71%	-15%	83	97	97	2
O=C(CCc1ccc(S(=O)(=O)N2CCOCC2)cc1)Nc1ccc2ccccc2c1	x	13	x	-5%	12%	x	178	178	-13
CC(=O)c1cc2c(=O)c3ccccc3oc2nc1C	88	-4	5	x	x	93	96	96	4
CCc1ccc(C2C(C#N)=C(N)C(C#N)(C#N)C3=CCC(C(C)(C)C)CC32)cc1 (configuration not stated)	83	-5	-4	x	x	79	130	130	5
COc1ccc(CN2C(=O)c3cccnc3C2Nc2ccc(C)cc2)cc1 (configuration not stated)	82	-5	23	-17%	-65%	105	152	152	5
Cc1ccc(C(=O)NNC(=O)c2ccc(SCC3CCCO3)c([N+](=O)[O-])c2)cc1 (configuration not stated)	87	1	4	6%	-34%	90	173	173	-1
CN(C)S(=O)(=O)c1ccc(S(=O)(=O)N2CCCC2)cc1	88	4	19	-4%	7%	107	78	78	-4
CCc1nc2c(cnn2-c2ccc(Cl)cc2)c(=O)n1-c1ccc2c(c1)OCCO2	75	-1	-24	-26%	18%	51	190	190	1
O=C(COC(=O)c1ccccc1SCC(=O)NC1CCCCC1)NC1CCCCC1	x	1	x	-16%	11%	x	189	189	-1
CC1(C)Cc2c(sc(NC(=O)c3ccco3)c2C#N)CO1	97	-1	7	8%	4%	104	181	181	1
Cc1cccc(-n2cnc(C(=O)N/N=C\c3ccc(Br)cc3)c2)n1	50	-6	-4	-10%	-49%	47	85	85	6
Cc1ccc(C(C)C)c(OCC(O)CN2CC(C)OC(C)C2)c1 (configuration not stated)	83	6	0	6%	-35%	83	93	93	-6
CC(C)C(NS(=O)(=O)c1cccc2nsnc12)C(=O)NCCC1=CCCCC1 (configuration not stated)	80	-3	-1	-4%	10%	79	127	127	3
COc1ccc(Nc2ncnc3ccccc23)cc1	89	-15	5	-9%	13%	94	49	49	15
Cc1ccc(-c2nc(N)c3c(-c4ccc(C)cc4)nn(C(C)(C)C)c3n2)cc1	x	5	x	1%	2%	x	139	139	-5
CCOC(=O)c1c(C)[nH]c(N=Nc2ccccc2C)c1C	61	1	21	-4%	5%	82	186	186	-1
CCCCOC(=O)c1ccc(NC(=O)c2cnccn2)cc1	93	15	-13	-5%	16%	80	148	148	-15
CC(C)NC(=O)CN1CCC(O)(c2ccccc2)CC1	96	23	3	1%	11%	99	125	125	-24
CCCCn1c(=O)n(C)c(=O)c2c(C(F)(F)F)cc(-c3ccncc3)nc21	66	5	3	-6%	-8%	69	59	59	-5
Cc1ccc(C)c(CN2C(=O)C3(OCCCO3)c3ccccc32)c1	x	-4	x	-8%	6%	x	196	196	4
COc1cccc(-c2nc(N3CCN(c4ccccc4)CC3)c3ccccc3n2)c1O	x	-1	x	0%	-24%	x	157	157	2
CCN(CC)c1ccc(NC(=O)c2cnc3ccccn3c2=O)c(C)c1	90	x	-9	-9%	-14%	81	x	x	x
N#Cc1nc(-c2ccc(OCc3ccccc3)cc2)oc1NCCCn1ccnc1	31	-1	-25	-4%	-15%	6	83	83	1
CCOC(=O)c1c(NC(=O)c2ccoc2C)sc(C)c1C	76	10	3	2%	3%	79	70	70	-10
CCOc1cccc(OCCOCCN2CCCC2)c1	74	x	16	-4%	-14%	91	x	x	x
COCCN(CCOC)S(=O)(=O)c1ccc(C(=O)Nc2nc(-c3ccncc3)cs2)cc1	88	11	-3	0%	-9%	84	108	108	-11

# Entries of single compounds from above.
# Profile of CC1(C)Cc2c(sc(NC(=O)c3ccco3)c2C#N)CO1 : MRP resist rev with doxorubicin: 97; NFkB transloc pot: -1; MRP resist rev: 7; Bcl-B displacement: 8%; PLAP inhibition: 4%; MRP resist rev cytotoxicity: 104; IL1B NFkB inh cell count 2 µM: 181; NFkB transloc pot cell count 2 µM: 181; IL1B NFkB inh: 1
# Profile of CC(C)NC(=O)CN1CCC(O)(c2ccccc2)CC1 : MRP resist rev with doxorubicin: 96; NFkB transloc pot: 23; MRP resist rev: 3; Bcl-B displacement: 1%; PLAP inhibition: 11%; MRP resist rev cytotoxicity: 99; IL1B NFkB inh cell count 2 µM: 125; NFkB transloc pot cell count 2 µM: 125; IL1B NFkB inh: -24

# Single values from the list:
# COc1ccc(Nc2ncnc3ccccc23)cc1 in NFkB transloc pot cell count 2 µM reads 49
# CN(C)S(=O)(=O)c1ccc(S(=O)(=O)N2CCCC2)cc1 in IL1B NFkB inh reads -4

# Next records
Compound	MRP resist rev with doxorubicin	NFkB transloc pot	MRP resist rev	Bcl-B displacement	PLAP inhibition	MRP resist rev cytotoxicity	IL1B NFkB inh cell count 2 µM	NFkB transloc pot cell count 2 µM	IL1B NFkB inh
Clc1ccc(CSc2nc3ccncc3[nH]2)cc1	75	5	-2	3%	-86%	74	189	189	-5
O=C(CCNc1ccc(Cl)c(C(F)(F)F)c1)c1ccco1	81	14	-1	-11%	10%	79	148	148	-14
CN(C)c1nc(N)nc(-c2cccnc2)n1	102	x	-14	4%	-3%	88	x	x	x
O=C(NNc1ccccc1[N+](=O)[O-])Nc1ccccc1	x	13	x	1%	6%	x	185	185	-12
CCOC(=O)NC(=O)CSc1ccccn1	94	12	-3	-4%	25%	91	177	177	-12
Cc1ccc2nsnc2c1S(=O)(=O)N1CCN(C(=O)C2CCCO2)CC1 (configuration not stated)	88	x	3	-5%	9%	91	x	x	x
COc1cccc(NC(=O)c2ocnc2C)c1	84	17	-3	0%	-3%	81	102	102	-17
O=C(O)CSCC(=O)Nc1cc(C(F)(F)F)ccc1Cl	104	17	3	0%	-3%	106	64	64	-17
CCOC(=O)CSc1nc2ccc(NC(=O)CSc3nnnn3Cc3ccccc3)cc2s1	96	21	-11	x	x	85	117	117	-21
Cc1ccc(C(O)c2nccn2C)o1 (configuration not stated)	86	x	1	28%	-40%	87	x	x	x
CC1(C)CC(=O)C2=C(C1)OC(N)=C(C#N)C2c1ccccc1OC(=O)N1CCOCC1 (configuration not stated)	90	x	10	-8%	-7%	100	x	x	x
Cc1cccc(NC(=O)CN(C)S(=O)(=O)c2ccc(Br)cc2)n1	89	-8	-8	4%	-3%	81	191	191	8
CC(C)OC(=O)C(C#N)c1nc2ccccc2nc1N1CCN(Cc2ccc3c(c2)OCO3)CC1 (configuration not stated)	66	x	8	8%	-42%	74	x	x	x
C=CCn1c(=O)c2ccccc2n2c(SCC(=O)NCCc3ccccc3)nnc12	84	x	21	-4%	0%	105	x	x	x
Cc1ccc(C(=O)NCCCCNC(=O)c2ccc(C)o2)o1	101	5	-6	-3%	-11%	96	167	167	-6
CC(NC(=O)c1ccc(Cn2cc([N+](=O)[O-])cn2)o1)c1ccccc1 (configuration not stated)	x	x	x	0%	8%	x	x	x	x
CCOC(=O)Cc1csc(NC(=O)CSc2nc(N)c3c(C)c(C)sc3n2)n1	73	2	13	2%	13%	86	166	166	-2
CCOC(=O)c1c(CN2CCOCC2)n(-c2ccccc2)c2cc(Br)c(OC)cc12	72	30	-31	0%	-73%	41	186	186	-30
O=C(CCn1c(=O)[nH]c2ccccc2c1=O)NCCCN1CCN(c2cccc(Cl)c2)CC1	75	0	12	20%	-14%	87	79	79	0
CC(C)c1nc2ccccc2n1CCC(=O)O	88	19	25	-2%	12%	113	65	65	-19
OC(CN1C2=NCCCN2c2ccccc21)c1ccc(Br)cc1 (configuration not stated)	66	-8	20	6%	-34%	86	51	51	8
COc1cc2c(cc1OC)CN(C(=O)c1ccccc1C(=O)O)CC2	99	3	-9	12%	-5%	90	117	117	-3
COc1cc(Nc2nnc(C)s2)c(Cl)cc1Cl	77	x	13	-9%	-14%	91	x	x	x
CC1(C)C(c2ccccc2)=NC(c2ccc(F)cc2)N1O (configuration not stated)	102	9	1	-7%	-10%	103	89	89	-9
O=C(O)c1nc2ccccc2nc1C(=O)O	86	4	0	4%	-4%	85	191	191	-4
CC1(C)CC(=O)C(C2NCCc3ccccc32)=C(O)C1 (configuration not stated)	89	-1	0	9%	3%	89	162	162	1
O=C(Nc1cccc(Br)c1)c1ccn[nH]1	99	20	3	-4%	-32%	102	148	148	-20
Clc1cccc(-c2nnc(-c3ccccc3)o2)c1	x	19	x	-9%	17%	x	130	130	-19
COc1cccc(C(c2nnnn2CS(=O)(=O)c2ccc(C)cc2)N2CCN(C)CC2)c1OC (configuration not stated)	82	-3	4	3%	-48%	86	78	78	3
Cc1ccc(S(=O)(=O)N2CCCC2C(=O)Nc2nc3ccccc3s2)cc1 (configuration not stated)	77	18	-9	-5%	3%	68	122	122	-18
CCOC(=O)N1CCN(C(=O)c2ccc3c(SCC(=O)O)c4c(nc3c2)CCC4)CC1	89	33	8	17%	-40%	97	64	64	-33
Cc1cc(C(=O)Nc2cnn(Cc3ccc(Cl)cc3Cl)c2)no1	87	-7	-10	0%	3%	77	174	174	7
CC(C)C(NC(=O)c1ccccc1NC(=O)c1ccco1)C(=O)O (configuration not stated)	87	16	5	-4%	-32%	91	129	129	-16
Cc1nc(-c2cccc(S(=O)(=O)N3CCCCCC3)c2)cs1	79	-7	-12	-4%	-32%	67	182	182	7
Cc1cc(-c2ccccc2)nc(N2CCC(C(=O)NCC3CCCCC3)CC2)n1	98	16	1	x	x	99	138	138	-16
CC(=O)OCC1OC(n2ccc3ccccc32)C(OC(C)=O)C(OC(C)=O)C1OC(C)=O (configuration not stated)	109	15	-7	4%	-41%	102	144	144	-15
c1ccc(Nc2ccc3c4c(cccc24)CC3)cc1	54	5	30	x	x	84	193	193	-6
